# Source: PubChem BioAssay (National Center for Advancing Translational Sciences (NCATS))
# 15-hLO inh: inhibitors of human 15-lipoxygenase (ALOX15); P16050; Potency, µM (titrated, usually from 57.1 µM), without a hit: at the highest dose activity change, negative = inhibition, hits mostly inhibitors; hit rate 1.4% among 74,000; purified 15hLO-1, xylenol orange hydroperoxide absorbance; AID 887; note: potency is the fitted concentration of half-maximal effect; % is set by controls: 0 for no effect and ±100 for the full control effect; nearly all actives have a fitted effect of over 55% in size
# Target sequence (P16050 whole entry, looked up): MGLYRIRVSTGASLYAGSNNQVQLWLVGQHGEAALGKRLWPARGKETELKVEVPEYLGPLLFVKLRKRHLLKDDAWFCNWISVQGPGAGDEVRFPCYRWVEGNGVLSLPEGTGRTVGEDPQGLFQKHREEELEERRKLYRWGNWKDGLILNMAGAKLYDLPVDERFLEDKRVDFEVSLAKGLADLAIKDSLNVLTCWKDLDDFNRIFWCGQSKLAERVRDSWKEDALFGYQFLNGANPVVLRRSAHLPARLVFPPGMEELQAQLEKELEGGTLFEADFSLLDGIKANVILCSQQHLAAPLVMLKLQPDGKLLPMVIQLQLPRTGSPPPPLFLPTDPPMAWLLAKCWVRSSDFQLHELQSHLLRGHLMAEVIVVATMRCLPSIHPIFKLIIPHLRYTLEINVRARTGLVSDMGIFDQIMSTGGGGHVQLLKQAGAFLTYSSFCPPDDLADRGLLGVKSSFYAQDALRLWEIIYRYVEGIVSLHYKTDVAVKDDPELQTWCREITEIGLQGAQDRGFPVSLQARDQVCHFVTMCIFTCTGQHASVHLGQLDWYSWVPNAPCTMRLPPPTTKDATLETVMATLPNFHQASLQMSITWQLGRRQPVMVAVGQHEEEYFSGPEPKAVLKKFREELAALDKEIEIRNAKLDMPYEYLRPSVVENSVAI
#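 Hydroperoxide formed from arachidonic acid (50 uM) by purified human 15hLO-1 (40 nM) oxidizes ferrous iron, and the ferric-xylenol orange complex is read at 573 versus 405 nm. Compounds were preincubated 15 min; reaction ran 6 min at room temperature.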
# ERK AVP inh: vasopressin-driven ERK pathway inhibition | Potency, µM (titrated, usually from 57.5 µM), for inactives: at the top dose activity, negative = inhibition, hits mostly inhibitors | HEK293-V1b, vasopressin-stimulated pERK AlphaScreen | hit rate 0.99% among 72,000; note: potency is the fitted concentration of half-maximal effect; % is set by controls: 0 for no effect and ±100 for the full control effect; nearly all actives have a fitted effect of over 55% in size
#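 HEK293 cells stably expressing V1b receptor, preincubated 30 min at 37 °C with compound, then stimulated 5 min with 25 nM vasopressin. Phospho-ERK by AlphaScreen SureFire after 5 h RT; normalized to DMSO and vasopressin; AC50 by Hill fit.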
# TexasRed autofl: compounds fluorescent in Texas Red spectral region; hit rate 0.06% among 59,000; Compound fluorescence, Texas Red channel, 547/618 nm; active compounds read high; AID 587; max dye-equivalent concentration, M; in the data active = max dye-equivalent concentration above about 10 nM; inconclusive = between about 1.1 nM and that limit
#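 Compound fluorescence was read after 15 min at room temperature in 100 mM Tris, pH 8.0, using 547 nm excitation and 618 nm emission across a concentration series. It was expressed as Texas Red dye-equivalent concentration from an on-plate standard curve.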
# Luciferase inh: inhibitors of firefly luciferase | hit rate 2.2% among 72,000 | Potency, µM (doses to about 57.1 µM), for inactives: at the highest dose activity change, negative = inhibition, hits mostly inhibitors | P08659 | AID 411 | purified firefly luciferase, luminescence, 8 min; note: potency is the fitted concentration of half-maximal effect; % is set by controls: 0 for no effect and ±100 for the full control effect; nearly all actives have a fitted effect of over 40% in size
#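 Inhibition of light generation by firefly luciferase from ATP and luciferin was profiled with concentration-response curves per sample, ATP held at 10 uM within the enzyme's linear range. Plates were read by luminescence after an 8-minute ambient incubation.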
# Hsp90 Hop PPI: changes Hsp90-Hop TPR2A binding signal, up or down; hit rate 0.44% among 71,000; AlphaScreen TPR2A-His6 binding biotin-Hsp90 C-terminal peptide; Potency, µM (doses to about 57 µM), for inactives: at the highest dose activity change, negative = inhibition; active = well fitted curve in either direction with a large enough effect; inconclusive = small, poorly fitted or top-dose-only effect, or another doubt; note: potency is the fitted concentration of half-maximal effect; % is set by controls: 0 for no effect and ±100 for the full control effect; many of its hits are not listed in these tables
# Tau filament bind: tau filament binding; Potency, µM (series often up to 57.1 µM), for inactives: at the top dose activity change, negative = inhibition; AID 596; recombinant tau filaments, thioflavin S fluorescence, 15 h; filaments grown with octadecylsulfate alongside compound; hit rate 2% among 71,000; P10636;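 note: potency is the fitted concentration of half-maximal effect; % is set by controls: 0 for no effect and ±100 for the full control effect; actives lower thioflavin S fluorescence by blocking filaments or displacing dye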
#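 Assay mix: 1 uM His-tagged tau, 30 uM sodium octadecylsulfate, thioflavine S dye in HEPES/NaCl/DTT buffer. Compound is added prior to the inducer. Fluorescence after 15 h at 37 C.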
# HBB splicing: modulators of hemoglobin beta chain splicing | HBB splicing reporter cell assay, activation; EGFP reporter with mutant IVS2-654 intron; response scale: normalised to 500 nM splice-correcting PNA | Potency, µM (series often up to 46.1 µM), inactives show top-dose activation, hits mostly activators | hit rate 0.06% among 65,000; note: potency is the fitted concentration of half-maximal effect; 0% is about no effect
#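 Compounds were applied for 2 days to HeLa EGFP-654 cells, 500/well in Optimem with 2% FCS. The reporter's EGFP is disrupted by mis-splicing of beta-globin intron IVS2-654. Readout: summed well GFP fluorescence from 488 nm laser scanning; reference was 500 nM antisense […] 654 PNA.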
# CRE Fsk mod: CRE-bla signaling modulation under forskolin stimulation; CHO CRE-bla reporter (cAMP response element driving beta-lactamase), forskolin EC10, beta-lactamase ratio; Potency, µM (series often up to 38.2 µM), without a hit: at the top dose activity change, negative = inhibition, most hits filed as activators; hit rate 2.5% among 71,000; AID 662; active = well fitted activation curve with a large enough effect in the signal ratio, with a control signal flat, not every such curve was filed as active; inconclusive = small, poorly fitted or top-dose-only effect, or effect the other way, or a change in a side signal; the % refers to the signal ratio; note: potency is the fitted concentration of half-maximal effect; % of control where 0% means no effect
#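 Beta-lactamase reporter under a cAMP responsive element in CHO cells; compounds tested in titration series against EC10 NKH 477, 3 h at 37 °C. Read-out: CCF4 FRET ratio 460nm/530nm (excitation 405nm) giving %Activity, fitted to AC50.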
# Pol III holo inh: blocks replication by bacterial DNA polymerase III holoenzyme. reconstituted DNA polymerase III holoenzyme replication, biochemical. Potency, µM (series often up to 57.1 µM), inactives show at the top dose activity change, negative = inhibition. hit rate 0.25% among 71,000. AID 603; note: potency is the fitted concentration of half-maximal effect; % is set by controls: 0 for no effect and ±100 for the full control effect
#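 Reconstituted *E. coli* holoenzyme (0.35 nM Pol III, 1 nM beta, 154 nM SSB, 2 nM primase) was preincubated with compound for 15 min at RT. Synthesis on 1.4 nM ssM13Gori ran 35 min, then was stopped with PicoGreen/EDTA and read as dsDNA fluorescence.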
# Rhodamine fluor: compound autofluorescence in rhodamine spectral region | hit rate 0.05% among 59,000 | AID 594 | Rhodamine-region fluorescence, 547/598 nm, Tris buffer; active compounds read high | max dye-equivalent concentration, M; in the data active = max dye-equivalent concentration above about 11 nM; inconclusive = between about 1.1 nM and that limit
#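 A six-point rhodamine series on each plate calibrates the signal. Compounds sit in 100 mM Tris (pH 8.0) for 15 min at ambient temperature before imaging through 547 nm/598 nm filters.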
# HADH2 inh: blocks human hydroxyacyl-CoA dehydrogenase type II | recombinant HADH2, NADH fluorescence, beta-hydroxybutyryl-CoA | Potency, µM (doses to about 57.1 µM), for the others: at the highest dose activity change, negative = inhibition, most hits filed as inhibitors | hit rate 3.4% among 73,000; note: potency is the fitted concentration of half-maximal effect; % is set by controls: 0 for no effect and ±100 for the full control effect; nearly all actives have a fitted effect of over 60% in size; many of its hits are not listed in these tables
# Target sequence (Q99714 whole entry, looked up, one chain of several): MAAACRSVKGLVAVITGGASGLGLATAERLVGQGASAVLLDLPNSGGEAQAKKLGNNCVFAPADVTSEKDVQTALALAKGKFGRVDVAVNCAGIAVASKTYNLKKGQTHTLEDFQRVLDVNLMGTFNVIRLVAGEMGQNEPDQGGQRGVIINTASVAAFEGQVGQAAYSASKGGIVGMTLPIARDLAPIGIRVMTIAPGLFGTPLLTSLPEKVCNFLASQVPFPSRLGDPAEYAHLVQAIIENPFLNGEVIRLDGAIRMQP
#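 Activity measured as NADH fluorescence gain (360/450 nm), taken as the change between first and last reads of a 4-min kinetic run. Conditions: pH 9.0 Tris buffer, 20 nM E. coli-expressed His-tagged enzyme, 1 mM NAD+, 90 uM beta-hydroxybutyryl-CoA; 15-min compound preincubation.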
# Starred values were filed as active, the others as inactive; i = inactive; ? = inconclusive; · = not tested or not shown; [ ] = another dose, or the depositor's remark. Unless noted, calls come from the whole dose curve; as a rule, active = well fitted curve in the direction sought with a large enough effect; inconclusive = small, poorly fitted or top-dose-only effect, or another doubt; inactive = no such curve, though single readings can be large; an effect the other way counts as inactive or inconclusive. These rows are one share of the data, so the mix of outcomes need not match the whole.
structure	TexasRed autofl	Hsp90 Hop PPI	Pol III holo inh	Tau filament bind	15-hLO inh	HBB splicing	CRE Fsk mod	Rhodamine fluor	Luciferase inh	ERK AVP inh	HADH2 inh
CC1(C)Cc2c(c(N3CCOCC3)nc3sc(-c4ccc(C(=O)O)o4)c(N)c23)CO1	i	?	-12%	-12%	20µM*	5.7%	?	i	0%	?	·
O=C1C2=CC[C@H]3C(=O)N(C[C@@H]4CCCO4)C(=O)[C@@H]3[C@@H]2[C@H](O)[C@@H]2O[C@H]12	·	·	·	·	1%[11.4 µM]	5.8%[9.22 µM]	·	·	-2%[11.4 µM]	22%[11.5 µM]	?
COc1ccccc1NC(=O)C1C2C=CC(O2)C1C(=O)O (stereo not given)	i	-3%	0%	-13%	24%	·	4%	i	-6%	-10%	4%
Cc1cccc(/N=C/c2c(O)[nH]c3ccccc23)n1	·	-6%	-5%	-8%	0%	-0.4%	-8%	·	4µM*	-19%	43%[activator]
CCOc1ccccc1NC(=O)Nc1cc(OC)ccc1OC	?	-6%	-2%	79%	-8%	-0.9%	6%	i	4%	-15%	-14%
COC(=O)CSc1nnc(-c2ccc(S(=O)(=O)N3CCCCC3)cc2)o1	i	-2%	-2%	12%	4%	·	-3%	i	3%	-2%	-15%
CC(C)CCn1c(N2CCN(c3cccc(Cl)c3)CC2)nc2c1c(=O)[nH]c(=O)n2C	i	-6%	-11%	-2%	-2%	0.8%	-2%	i	3%	-15%	15%
CNC(=O)OCc1cccc(COC(=O)NC)n1	i	-5%	7%	1%	-5%	-2.0%[0.369 µM]	-18%	i	2%	0%	-6%
Cc1sc2nc(SCC(=O)NCc3cccs3)[nH]c(=O)c2c1C	i	-4%	-6%	3%	7%	-0.2%[57.5 µM]	-7%	i	0%	39%[activator]	-12%
CCOC(=O)Nc1ccc(S(=O)(=O)Nc2cc(C)on2)cc1	i	?	3%	-1%	14%	-0.1%	-1%	i	0%	3%	6%
O=C(COC(=O)c1ccc(Cl)c(S(=O)(=O)N2CCCC2)c1)NC1CCCC1	i	0%	-4%	-1%	3%	0.8%	-9%	i	-36%	16%	18%
CC(=O)c1ccc(OC(=O)c2ccc(Br)o2)cc1	·	-8%	-4%	-9%	-2%	-0.7%	-4%	·	-4%	9%	3%
CCCCN(C(=O)NC(=O)Nc1ccccc1OCC)S(C)(=O)=O	i	-1%	-3%	7%	11%	-1.7%	1%	i	1%	8%	4%
CN1CCN(S(=O)(=O)c2ccc(Br)s2)CC1	i	-1%	1%	-6%	8%	2.5%[57.5 µM]	-1%	i	3%	-9%	6%
O=C(Nc1cccc2c1CCCC2)C1CCN(C(=O)NC2CCCCC2)CC1	?	0%	-1%	1%	8%	-3.6%	-4%	i	0%	8%	10%
CCOC(=O)c1c(C)c(C(=O)NCC2CCCO2)c(C)n1CC (stereo not given)	i	-2%	1%	7%	-5%	-0.2%	17%	i	3%	7%	5%
COc1ccc(C(c2nnnn2C2CCCCC2)N2CCN(c3ccccc3)CC2)cc1 (stereo not given)	i	-4%	-3%	-13%	-6%	-0.5%[57.5 µM]	-6%	i	0%	-7%	7%
COc1ccc(NC(=O)CSc2nnc(CNC(=O)c3ccco3)o2)c(OC)c1	i	4%	-5%	3%	-9%	-0.7%	-6%	i	1%	19%	-15%
CCn1c(SCC(=O)NCCOC)nc2sc3c(c2c1=O)CCCC3	i	-3%	-4%	-5%	-11%	0.0%[57.5 µM]	23%	i	1%	13%	-16%
Cn1c(=O)c2c(nc(Br)n2C)n(C)c1=O	i	-6%	-7%	8%	8%	4.3%	?	i	0%	-13%	-1%
Cn1nc(-c2ccc(C(=O)Nc3cccnc3)cc2)c2ccccc2c1=O	i	-4%	-4%	28%	4%	0.1%	?	i	3%	?	12%
Cc1nc(N)c(C#N)c(-c2cccnc2)c1C	?	-1%	8%	-5%	15%	2.0%[57.5 µM]	2%	i	-1%	-26%	-3%
CC(Oc1ccc(Cl)cc1Cl)c1nc(-c2ccccn2)no1 (stereo not given)	·	16%[11 µM]	-2%[11.4 µM]	5%[11.4 µM]	-8%[11.4 µM]	-1.4%[0.0738 µM]	?	·	-7%	23%	4%[11.4 µM]
O=C(SCc1cccc2ccccc12)c1ccc(Cl)cc1	i	4%[11 µM]	-9%[11.4 µM]	2%[11.4 µM]	2%[11.4 µM]	0.9%[9.22 µM]	-8%[7.6 µM]	i	4%[11.4 µM]	15%[11.5 µM]	-9%[11.4 µM]
Cc1ccc(C(C)C)c(OCCNS(C)(=O)=O)c1	i	0%	-2%	-3%	6%	-0.5%	8%	i	3%	-14%	13%
CCOC(=O)NCc1ccc(Cl)c(Cl)c1	i	1%	-3%	-23%	2%	2.6%	3%	i	-1%	-10%	-6%
Cc1cc(C(=O)Nc2nc3c(s2)CCCC3)no1	?	-6%	-10%	6%	-7%	-5.2%	9%	i	25µM*	-2%	?
Cn1cnnc1SCc1ccc(C#N)cc1	i	0%	-3%	3%	11%	-0.1%[57.5 µM]	-5%	i	1%	-9%	2%
C/C(CCN1CCc2nc(-c3ccccc3)c(-c3ccccc3)cc2C1)=N\OC[C@@H](C)[C@H](OCc1ccccc1)C(C)C	·	·	·	·	-20%[11.4 µM]	0.1%[9.22 µM]	·	·	0%[11.4 µM]	7%[11.5 µM]	11%[11.4 µM]
Cc1ccc(C(=O)Nc2ccccc2C(=O)NC2CCCCC2)cc1S(=O)(=O)N1CCOCC1	i	0%	-7%	-3%	-5%	-1.5%	?	i	3%	-9%	?
O=C(Nc1c2c(nn1-c1ccc(F)cc1)CS(=O)C2)C12CC3CC(CC(C3)C1)C2 (stereo not given)	i	-2%	-4%	4%	-12%	-0.2%	6%	i	0%	20%	-2%
O=C(c1cccc(C(=O)N2CCN(Cc3ccccc3)CC2)c1)N1CCN(Cc2ccccc2)CC1	i	-1%	-5%	1%	0%	0.0%[57.5 µM]	-3%	i	1%	?	14%
c1ccc(-c2oc3ncnc(NCCCN4CCOCC4)c3c2-c2ccccc2)cc1	i	-16%	0%	153%	-11%	-2.6%[57.5 µM]	2.5µM*	i	2%	?	10µM*
Cc1ccccc1NC(=O)CN(c1ccc(F)cc1)S(C)(=O)=O	i	2%	-3%	-4%	1%	-0.5%	-6%	i	0%	-17%	14%
CN1CC[n+]2c(CN3C(=O)c4ccccc4C3=O)csc21	i	-1%	-8%	6%	-5%	-5.7%[57.5 µM]	-1%	i	2%	2%	1%
COc1cccc(-c2nc(-c3ccccn3)no2)c1OC	i	1%	-1%	0%	8%	0.4%	?	i	?	-29%	9%
COc1ccc(CNC(=O)CN(C(=O)CCC(=O)Nc2ccccn2)c2ccccc2OC)cc1	?	-6%	-9%	2%	2%	-3.2%	-15%	i	1%	-10%	-2%
Cn1c(=O)c2c(nc(SCCN3CCOCC3)n2Cc2ccc(F)cc2)n(C)c1=O	?	-6%	-4%	14%	2%	-0.1%[57.5 µM]	27%	i	3%	-9%	7%
O=C(CCc1nc(-c2ccccc2F)no1)NC1CCCCC1	i	-1%	-8%	5%	1%	-0.6%	-2%	i	-2%	3%	17%
CCOc1ccc(Cn2nnc(C(=O)Nc3cc(OC)cc(OC)c3)c2N)cc1	·	-5%[2.3 µM]	-5%	i	-6%	0.4%	11%	·	2%	-9%	51%[activator]
O=C(c1csnn1)N1CCC2(CC1)CN(c1ncccn1)C2	i	-1%	2%	-6%	5%	2.6%	0%	i	-2%[11.4 µM]	-18%	1%
CCN(CC)c1ccc(NC(=O)CSc2nnc(N)s2)cc1C	·	-8%	-4%	-29%	0%	-0.4%	6%	·	1%	·	-11%
Cc1ccc2cc3cc(C(=O)NCCN4CCOCC4)oc3nc2c1	i	-6%	-8%	16%	4%	-1.0%	-18%	i	-1%	9%	32µM*
O=C1CC(c2nc3ccccc3[nH]2)CN1c1ccccc1F (stereo not given)	·	-4%	14%	-13%	6%	-0.1%	11%	·	-2%	·	-4%
CCc1ccc(NC(=O)C2CCCCC2C(=O)O)cc1 (stereo not given)	·	2%	0%	-12%	-4%	-0.3%	-2%	·	-1%	-14%	-6%
CCCn1c(SCCN2C(=O)c3ccccc3C2=O)n[nH]c1=O	i	?	5%	1%	-7%	0.0%[57.5 µM]	0%	i	3%	-15%	21%
